Screening data deposited in PubChem by several laboratories.
TNAP act hi DEA = increases human TNAP activity under high phosphate acceptor concentration; activation factor at 20 µM; AID 1136; purified TNAP, CDP-star luminescence, 1 M DEA, 30 min; active compounds read high; 0 = EDTA background, 1 = DMSO-only activity; 200,000 tested, under 10 active; P05186;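 active = activation factor at least 2 at 20 µM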
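Assay system: human TNAP; Input: enzyme diluted 1/800 final; Reagent: CDP-star luminogenic substrate at 100 µM final; Timing: 30 min, room temperature; Signal: luminescence; Evaluation: TNAP activation factor scaled between EDTA and DMSO control wells.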
STAT3 inh = STAT3 signaling inhibition; U3A cells, IL-6 STAT3-luciferase reporter, luminescence; host cell line lacks STAT1; inhibition, % at 5.5 µM; hit rate 0.89% among 190,000;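 active = inhibition above the mean inhibition across all screened compounds plus 3 SD, cut at about 44% in these data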;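 also: 0% = DMSO only wells and 100% = 100 µM nifuroxazide control wells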
PPARg SRC3 recr = agonists of human PPARgamma SRC-3 coactivator recruitment | hit rate 0.26% among 200,000 | biochemical PPARgamma/SRC-3 coactivator recruitment assay | AID 731 | activation, % at 8 µM; in the data active = activation above about 23%;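 also: 0% = DMSO and 100% = reference agonist; some compounds past the cut are filed as inactive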
Target sequence (P37231 whole entry, looked up): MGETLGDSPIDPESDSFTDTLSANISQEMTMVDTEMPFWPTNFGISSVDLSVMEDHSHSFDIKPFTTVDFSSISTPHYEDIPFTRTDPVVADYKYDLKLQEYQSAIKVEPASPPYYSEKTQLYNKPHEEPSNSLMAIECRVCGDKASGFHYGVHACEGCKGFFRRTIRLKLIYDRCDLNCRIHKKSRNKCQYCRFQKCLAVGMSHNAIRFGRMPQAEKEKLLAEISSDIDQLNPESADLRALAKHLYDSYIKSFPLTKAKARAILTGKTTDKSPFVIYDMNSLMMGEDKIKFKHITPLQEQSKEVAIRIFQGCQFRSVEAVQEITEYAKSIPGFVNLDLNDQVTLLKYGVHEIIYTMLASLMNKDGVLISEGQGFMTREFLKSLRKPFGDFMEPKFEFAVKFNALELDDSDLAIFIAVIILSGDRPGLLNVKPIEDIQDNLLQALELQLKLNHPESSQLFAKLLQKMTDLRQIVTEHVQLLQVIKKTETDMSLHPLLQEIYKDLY
PPARg SRC1 recr = agonists of human PPARgamma SRC-1 coactivator recruitment. P37231. hit rate 0.41% among 200,000. activation, % at 8 µM. AID 631. PPARgamma-SRC-1 coactivator recruitment biochemical assay; in the data active = activation above about 19%;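 also: 0% = DMSO and 100% = reference agonist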
TR-FRET SRC-2 ct = counter-screen for PPARgamma SRC-2 recruitment agonists: TR-FRET artefact; hit rate 0.4% among 200,000; TR-FRET ratio at 8 µM; active compounds read high; AID 1049; in the data active = TR-FRET ratio above about 2000; also: inactives centre near 1500
ROMK primary = modulators of human ROMK potassium channel. B-score at 10 µM. Tet-inducible ROMK, thallium flux fluorescence; actives lie on both sides. P48048. hit rate 2% among 130,000;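 active = signal ratio slope over the read window, or its plate-corrected B-score, at least 3 SD from the plate mean, either direction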;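 also: B-score of the F/F0 ratio slope over 7 to 12 s after thallium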
Target sequence (P48048 whole entry, looked up): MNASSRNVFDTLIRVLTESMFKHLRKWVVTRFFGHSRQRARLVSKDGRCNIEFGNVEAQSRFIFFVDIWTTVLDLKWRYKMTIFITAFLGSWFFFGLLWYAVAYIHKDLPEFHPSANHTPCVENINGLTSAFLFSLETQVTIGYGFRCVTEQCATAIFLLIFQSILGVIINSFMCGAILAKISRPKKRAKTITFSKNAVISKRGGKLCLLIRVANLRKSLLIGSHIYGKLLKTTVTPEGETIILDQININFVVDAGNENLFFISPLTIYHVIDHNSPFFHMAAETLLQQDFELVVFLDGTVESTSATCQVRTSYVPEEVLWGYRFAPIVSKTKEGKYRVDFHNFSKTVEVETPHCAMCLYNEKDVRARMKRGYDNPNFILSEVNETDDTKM
STAT3 activator = increases IL-6 driven STAT3 reporter signal; activation (% of control), % at 5.6 µM; U3A cells, IL-6 STAT3-luciferase reporter, luminescence; 100% = signal with IL-6 EC80 alone; hit rate 0.91% among 190,000; AID 871;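 active = activation above the screen-wide mean of compound activation plus 3 SD, cut at about 130% in these data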;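 also: 0% = background luminescence of wells with medium and substrate only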
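Material: human STAT1-deficient U3A cells with stable STAT3-luciferase reporter / Probe or stimulus: IL-6 stimulus at 33 ng/mL final / Schedule: 1 h compound pre-exposure, 6 h IL-6 stimulation, 37 °C / Technique: luminescence / Read-out basis: percent of IL-6-only median luminescence / Control set: IL-6-only high control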
bIAP inhibitor = intestinal alkaline phosphatase (bovine) inhibition; 190,000 tested, under 10 active; inhibition, % at 20 µM; purified bovine IAP, CDP-star luminescence, 30 min;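 active = over 50% inhibition of intestinal alkaline phosphatase at 20 µM in the single-dose screen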
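Incubation: 30 min reaction at room temperature / Material: purified bovine intestinal alkaline phosphatase (IAP) enzyme / Input: enzyme at 1/65,000,000 dilution / Dosing: 20 µM single dose / Signal: CDP-star luminescence signal / Reagent: CDP-star chemiluminescent phosphatase substrate, 30 µM final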
STAT1 blocker = inhibitors of IFN-gamma induced STAT1 signaling; inhibition, % at 5.5 µM; NIH 3T3 STAT1-luciferase reporter, luminescence; hit rate 0.35% among 200,000;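 active = inhibition above a set limit, the mean inhibition across all tested compounds plus 3 SD, cut at about 34% in these data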;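 also: 0% = IFN-gamma with DMSO and 100% = IFN-gamma with 300 µM nifuroxazide; values of inactives mirror those of a sister screen read the other way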
PPARg SRC-2 ag = promotes SRC-2 coactivator recruitment by human PPARgamma; PPARgamma LBD-SRC-2 recruitment, biochemical; activation, % at 8 µM; hit rate 0.34% among 200,000; AID 1032; P37231; in the data active = activation above about 22%;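 also: 0% = vehicle and 100% = reference agonist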
bIAP activator = intestinal alkaline phosphatase (bovine) activation; purified bovine IAP, CDP-star luminescence, 30 min; active compounds read high; fold of DMSO-control signal, blank-subtracted; activation factor at 20 µM; hit rate 0.17% among 200,000; AID 1016;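 active = activation factor of 2 or more at 20 µM, a signal rise over negative controls twice the positive control's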
* marks the source's active call; other numbers are inactive results; / = no result given.

molecule	TNAP act hi DEA	STAT3 inh	PPARg SRC3 recr	PPARg SRC1 recr	TR-FRET SRC-2 ct	ROMK primary	STAT3 activator	bIAP inhibitor	STAT1 blocker	PPARg SRC-2 ag	bIAP activator
CNS(=O)(=O)c1cc(OC)c(OC)cc1CC(=O)OC	1.1	4	4	-3	1461	1.1	99	-9	-2	-2	1.1
CCSc1nc(C)nc2c1oc1ccccc12	1	10	-5	0	1518	-0.77	97	5	-12	6	0.9
O=c1cnnc(Nc2ccc(Cl)c(C(F)(F)F)c2)[nH]1	1	8	3	8	1388	0.41	97	5	0	1	1
Cc1ccc(S(=O)(=O)N(C#N)c2nc(C)cc(C)n2)cc1	1.1	-2	5	6	1522	0.56	101	4	-3	4	1
CC1CCCCC1NCC(=O)NCc1ccc(F)cc1 (stereo unspecified)	1.1	8	0	6	1640	-0.35	98	-10	2	8	1.1
N#Cc1ccc(C(=O)Nc2nc(-c3cccs3)c(C(=O)C(F)(F)F)s2)cc1	1	14	4	6	1615	-2.2	88	-7	4	20	1.1
CN1CCN(S(=O)(=O)c2ccc(NC(=O)c3ccc(F)cc3)cc2)CC1	1	2	-3	6	1407	-0.44	101	2	0	2	1
O=C(NNc1nc2c(F)cccc2s1)c1cc(=O)c2ccccc2o1	0.8	/	4	12	1710	/	/	4	4	10	1

An excerpt from above, reduced to TR-FRET SRC-2 ct and PPARg SRC-2 ag:
molecule | TR-FRET SRC-2 ct | PPARg SRC-2 ag
CC1CCCCC1NCC(=O)NCc1ccc(F)cc1 (stereo unspecified) | 1640 | 8
N#Cc1ccc(C(=O)Nc2nc(-c3cccs3)c(C(=O)C(F)(F)F)s2)cc1 | 1615 | 20
CN1CCN(S(=O)(=O)c2ccc(NC(=O)c3ccc(F)cc3)cc2)CC1 | 1407 | 2
O=C(NNc1nc2c(F)cccc2s1)c1cc(=O)c2ccccc2o1 | 1710 | 10

(list continues)
molecule	TNAP act hi DEA	STAT3 inh	PPARg SRC3 recr	PPARg SRC1 recr	TR-FRET SRC-2 ct	ROMK primary	STAT3 activator	bIAP inhibitor	STAT1 blocker	PPARg SRC-2 ag	bIAP activator
COC(=O)c1ccc(-c2nc(O)c(C)s2)cc1	1	-2	5	8	1591	-0.4	103	-7	-1	11	1.1
COC(=O)c1ccc(C2CC(=O)NC3=C2C(=O)CCC3)cc1 (stereo unspecified)	1	9	-4	13	1329	2.1	95	5	3	-5	0.9
Cc1ccccc1Cn1c2ccccc2c2cn[nH]c(=O)c21	1.1	8	-2	-8	1328	1	97	13	9	0	0.9
O=[N+]([O-])C1=CC=C2C(=NC3(CCCCC3)N2O)C1=NC1CCCCC1	0.9	-11	-2	4	1445	-0.25	117	9	4	-1	0.9
O=C(Cc1ccccc1)O/N=C1\CCCc2ccccc21	1	3	6	6	1664	0.54	98	-12	-7	2	1.1
O=C(NC1CC1)C1=C[C@H](c2ccc(C(F)(F)F)cc2)C[C@H](OCc2ccc(CO)cc2)O1	1.1	/	0	2	1443	/	/	-9	2	-4	1.1
Cc1ccc2cc(CN(Cc3nnnn3Cc3ccco3)CC3CCCO3)c(=O)[nH]c2c1C (stereo unspecified)	1	8	2	5	1387	-0.6	99	2	7	-3	1
Cc1ccc(Cl)cc1NC(=O)c1ocnc1C	1	12	-5	2	1639	-0.054	93	6	6	3	0.9
CCCSc1cc(N2CCN(C)CC2)nc(-c2ccc(OC)cc2)n1	1	-6	7	0	1696	-0.025	105	0	3	6	1
Cc1cc(C(=O)NNC(=O)CCN2CCN(c3ccccc3)CC2)c2ccccc2n1	1	-4	-5	2	1477	/	104	-19	1	-3	1.2
OCCNCC1(O)C2CC3CC(C2)CC1C3 (stereo unspecified)	1	0	4	-2	1322	-0.052	106	8	-2	-3	0.9
CCOc1ccc(NC(=O)C2CCN(C(=O)NCc3ccccc3)CC2)cc1	1	-5	1	10	1532	/	109	0	-6	-2	1
CC(C(=O)N1CCC(C(N)=O)CC1)N(c1ccc(Oc2ccccc2)cc1)S(C)(=O)=O (stereo unspecified)	1	4	14	6	1644	-0.23	97	-3	4	13	1
COc1ccc(NC(=O)COC(=O)Cc2ccc(-c3ccccc3)cc2)c(OC)c1	1	7	2	6	1565	/	91	8	3	4	0.9
CCN(CC)S(=O)(=O)c1cccc(C(=O)Nc2ccccc2C(=O)N2CCOCC2)c1	1	24	-7	3	1617	/	85	1	8	8	1
Cc1nnc2sc(-c3ccc(NC(=O)c4ccc(-c5ccc(Br)cc5)o4)cc3)nn12	/	11	4	6	1582	/	91	/	8	7	/
O=C(CSc1nc(-c2ccccc2)cc(C(F)(F)F)n1)NCc1cccs1	0.9	11	2	3	1623	1.4	89	-11	3	-6	1.1
CCc1ccccc1NC(=O)CSc1nnc(Cn2cnc3ccccc32)o1	1	4	-1	1	1588	/	98	7	1	-4	0.9
CC1(C)CC(=O)C2=C(C1)OC(N)=C(C#N)C2c1cccs1 (stereo unspecified)	1	2	-2	0	1683	-0.31	99	6	-1	-10	0.9
CC(=O)c1ccc(Sc2nnnn2-c2ccccc2)c([N+](=O)[O-])c1	1	11	2	8	1688	/	90	-6	3	-6	1.1
COC(=O)c1c(O)cc(C(C)(C)C)n(-c2ccccc2)c1=O	1.1	22	4	8	1644	0.29	84	-8	4	6	1.1
Cc1ccccc1-c1nnc(SCC(=O)NC2CCCCC2)o1	1	18	17	-1	1711	/	88	-1	1	-4	1
Cc1ccccc1S(=O)(=O)Nc1ncnc2scc(-c3ccccc3)c12	1	-4	2	-4	1490	0.06	107	0	-2	1	1
Cc1ccc(C2CC(C(F)(F)F)n3nc(C(=O)Nc4c(C)n(C)n(-c5ccccc5)c4=O)cc3N2)cc1 (stereo unspecified)	1	7	4	7	1717	0.056	99	-2	-6	5	1
COc1ccc(Br)cc1CNC(=O)C1CCN(S(=O)(=O)N2CCCC2)CC1	1	4	8	4	1415	0.015	99	-12	1	-2	1.1
Cc1cc(C)nc(/N=C(\N)Nc2cccc([N+](=O)[O-])c2)n1	1	1	5	8	1377	/	100	20	3	5	0.8
COC(=O)c1ccc(NC(=O)CSc2nnc(-c3ccccc3)n2C)cc1	1	6	3	2	1483	/	98	0	-2	0	1
O=c1[nH]c2ccccc2nc1C(F)(F)C(F)F	1.1	6	-2	5	1550	0.08	98	11	-41	8	0.9
NC(=O)C1CCN(C2CC(=O)N(c3cccc(F)c3)C2=O)CC1 (stereo unspecified)	1	8	-6	3	1519	/	97	5	8	5	0.9
Cc1cccc(N=C2NN=C(c3c[nH]c4ccccc34)CS2)c1	1	-18	4	6	1609	-0.022	112	-8	-6	-4	1.1
CCc1nnc(NC(=O)c2ccc3c(c2)C(=O)N(C(C)(C)C)C3=O)s1	1	10	-9	-3	1744	/	95	11	-19	2	0.9
Clc1ccc(Oc2cnns2)cc1Cl	1	5	0	-1	1467	0.25	100	10	0	6	0.9
CCCC(=O)Nc1nnc(SCC(=O)NCc2ccc3c(c2)OCO3)s1	1	0	2	5	1648	0.32	102	-8	-1	11	1.1
Cc1cc(NCCO)c2cc(O)ccc2n1	1	0	-5	-4	1572	-0.14	98	13	1	2	0.9
CCOC(=O)C(Nc1ccc2ccccc2c1)C(=O)OCC	1	-41	1	-4	1668	-0.17	136*	-20	6	0	1.2
CCC(C)C(NC(=O)C1CCC(C)CC1)C(=O)NCc1cccnc1 (stereo unspecified)	1	-9	-1	-6	1478	/	110	11	-13	-10	0.9
FC(F)Oc1ccc(NC(=S)N2CCN(Cc3ccccc3)CC2)cc1	1	-2	0	2	1538	-2.4	106	-10	0	1	1.1
O=C(COC(=O)c1cccnc1)Nc1ccc2c(c1)OCO2	1	-3	-9	-2	1506	0.51	106	-7	-5	-1	1.1
COc1ccc(CCNC(=O)/C(C#N)=C2\N=C(NC(=O)c3cccs3)c3ccccc32)cc1	0.9	4	3	0	1769	/	98	11	5	7	0.9
C/C(N)=C(/C#N)C(=O)COC(=O)COc1ccc(Cl)cc1	1.1	-3	1	-6	1417	/	106	-2	8	-1	1
COc1cccc(NC(=O)N2CCOCC2)c1	1.1	5	-1	2	1683	0.33	103	10	2	5	0.9
CC(=O)C(Sc1nc(NC(C)(C)C)nc(N(C)C)n1)C(C)=O	1.1	-15	1	6	1758	/	119	-3	-13	6	1
COc1cccc(C(=O)N2CCN(Cc3ccco3)CC2)c1OC	1.1	6	7	4	1830	/	97	2	6	0	1

Complete entries, looked up by structure. Order of values: TNAP act hi DEA | STAT3 inh | PPARg SRC3 recr | PPARg SRC1 recr | TR-FRET SRC-2 ct | ROMK primary | STAT3 activator | bIAP inhibitor | STAT1 blocker | PPARg SRC-2 ag | bIAP activator
CC(=O)C(Sc1nc(NC(C)(C)C)nc(N(C)C)n1)C(C)=O reads 1.1 | -15 | 1 | 6 | 1758 | / | 119 | -3 | -13 | 6 | 1
C/C(N)=C(/C#N)C(=O)COC(=O)COc1ccc(Cl)cc1 reads 1.1 | -3 | 1 | -6 | 1417 | / | 106 | -2 | 8 | -1 | 1

Arranged by number of heavy atoms (rising): some entries from above
molecule	TNAP act hi DEA	STAT3 inh	PPARg SRC3 recr	PPARg SRC1 recr	TR-FRET SRC-2 ct	ROMK primary	STAT3 activator	bIAP inhibitor	STAT1 blocker	PPARg SRC-2 ag	bIAP activator
Cc1cc(NCCO)c2cc(O)ccc2n1	1	0	-5	-4	1572	-0.14	98	13	1	2	0.9
COc1cccc(NC(=O)N2CCOCC2)c1	1.1	5	-1	2	1683	0.33	103	10	2	5	0.9
COc1ccc(CCNC(=O)/C(C#N)=C2\N=C(NC(=O)c3cccs3)c3ccccc32)cc1	0.9	4	3	0	1769	/	98	11	5	7	0.9
